Assay outcomes (PubChem)
Glioma ERSR ind = ER stress response induction in glioma; U87-MG GRP78 promoter luciferase reporter, 16 h; Potency, µM, without a hit: at the top dose activation, usual class: activators; 420,000 tested, 0.02% active; also: potency is read from the fitted curve at half-maximal effect; series mostly up to about 76 µM; % of control where 0% means no effect; nearly all actives have a fitted effect of over 35% in size
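Stably transfected U87-MG glioma cells carrying a GRP78-based luciferase sensor; 16 h compound incubation. Luminescence end-point read 10 min after Bright-Glo addition at room temperature.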
TrxR1 substrate = substrates of rat thioredoxin reductase 1; AID 588456; purified TrxR1 substrate turnover, NADPH consumption readout; 390,000 tested, 0.01% active; Potency, µM (doses to about 114 µM), without a hit: top-dose activity change, negative = substrate turnover; O89049; also: potency is read from the fitted curve at half-maximal effect; % is scaled to controls: 0 for no effect and ±100 for the full control effect; nearly all actives have a fitted effect of over 50% in size
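Rat TrxR1, dispensed at 90 nM, was prereduced with 400 uM NADPH (final) for 5 min at ~22 deg C, then incubated with compound 15 min before 400 uM selenite. A first-read NADPH fluorescence drop versus no-compound background flagged substrates.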
Vif-A3F inh = blocks the Vif interaction with APOBEC3F. 390,000 tested, 0.2% active. Potency, µM (highest dose often 46.1 µM), without a hit: at the highest dose activity, negative = active. HeLa A3F-eYFP + Vif (tagged APOBEC3F with the HIV-1 protein that degrades it), YFP fluorescence increase; also: potency is read from the fitted curve at half-maximal effect; % of control where 0% means no effect; nearly all actives have a fitted effect of over 65% in size
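Fluorescence increase (Ex 488/Em 500-530) after overnight compound treatment at 37 deg C flags inhibition of Vif-driven A3F-eYFP loss in stable HeLa A3F-eYFP/Vif cells seeded overnight beforehand.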
PI4K2A block = inhibitors of human PI4K2A; Q9BTU6; purified PI4K2A, ADP-Glo luminescence, 1 h; hits give low values; activity change, negative = inhibition, % at 76.9 µM; 420,000 tested, 0.13% active; in the data active = activity change below about -50%; inconclusive = mostly about -30% to -49%;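 also: -100% = wells without enzyme as full effect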
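ADP-Glo luminescence measured ADP generated by PI4K2A enzyme (4 ug/mL before mixing) with 1.2 mM PI substrate (pre-mix) and 300 microM ATP (pre-mix). Tris pH7.5 buffer with MgCl2, Triton X-100; 1 h reaction at ambient temperature.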
RXFP1 agonist = agonists of human relaxin receptor RXFP1 | HEK293T-RXFP1 cAMP TR-FRET, 30 min; response scale: percent of porcine relaxin response, buffer zero | Potency, µM (top dose mostly 57.5 µM), for inactives: at the top dose activation, hits mostly activators | 370,000 tested, 0.3% active | AID 2676; also: potency is read from the fitted curve at half-maximal effect; % is scaled to controls: 0 for no effect and ±100 for the full control effect; nearly all actives have a fitted effect of over 60% in size; many of its hits are not listed in these tables
Target sequence (Q9HBX9 whole entry, looked up): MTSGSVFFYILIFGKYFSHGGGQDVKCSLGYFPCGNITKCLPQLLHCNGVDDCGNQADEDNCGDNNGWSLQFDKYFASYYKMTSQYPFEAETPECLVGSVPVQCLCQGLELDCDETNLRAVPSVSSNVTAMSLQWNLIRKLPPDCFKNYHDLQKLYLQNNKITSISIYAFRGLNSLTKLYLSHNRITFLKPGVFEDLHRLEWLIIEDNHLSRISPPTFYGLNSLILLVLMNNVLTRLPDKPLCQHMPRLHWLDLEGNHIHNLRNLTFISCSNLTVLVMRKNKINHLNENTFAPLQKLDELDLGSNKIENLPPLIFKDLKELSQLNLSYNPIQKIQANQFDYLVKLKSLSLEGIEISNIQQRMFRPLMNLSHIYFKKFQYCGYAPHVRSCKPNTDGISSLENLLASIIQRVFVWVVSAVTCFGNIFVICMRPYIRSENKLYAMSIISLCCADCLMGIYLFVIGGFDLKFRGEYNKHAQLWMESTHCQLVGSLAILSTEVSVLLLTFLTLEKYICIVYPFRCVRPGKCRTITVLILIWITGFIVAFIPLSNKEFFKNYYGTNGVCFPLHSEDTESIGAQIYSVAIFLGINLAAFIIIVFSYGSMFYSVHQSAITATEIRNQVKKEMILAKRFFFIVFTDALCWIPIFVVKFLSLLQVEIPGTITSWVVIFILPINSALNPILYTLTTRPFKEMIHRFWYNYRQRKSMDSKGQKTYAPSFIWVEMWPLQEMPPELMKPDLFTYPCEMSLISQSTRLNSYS
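HEK293 cells stably expressing RXFP1, treated 30 min at 37C with compounds plus PDE4 inhibitor Ro 20174; cAMP measured by HTRF TR-FRET. Normalized to buffer and 29 nM porcine relaxin; EC50 by Hill fit.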
mIDH1 inhibitor = blocks human mutant IDH1 R132H enzyme | O75874 | IDH1-R132H enzyme, NADPH consumption, diaphorase/resazurin fluorescence | Potency, µM (series often up to 76.6 µM), for the others: top-dose activity change, negative = inhibition, hits mostly inhibitors | 390,000 tested, 0.093% active | AID 602179; also: potency is read from the fitted curve at half-maximal effect; % is scaled to controls: 0 for no effect and ±100 for the full control effect; nearly all actives have a fitted effect of over 65% in size
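IDH1-R132H (0.5 ug/mL) preincubated 30 min with compound, then NADPH (0.016 mM) and alpha-KG (2 mM) added; 80 min at RT, pH 7.5. Remaining NADPH coupled via diaphorase/resazurin to fluorescence (540/590 nm); concentration-response curves normalized to no-enzyme control.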
LDHA inh = blocks human lactate dehydrogenase A; purified LDHA, NADH/diaphorase-resazurin fluorescence; hits give low values; activity change, % (values are at about 110 or 230 µM); 480,000 tested, 0.15% active; in the data active = activity change below about -30%; inconclusive = mostly about -25% to -30%;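 also: plate controls were DMSO wells for no effect and wells without enzyme for full effect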
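Remaining NADH was detected by diaphorase (0.133 mg/mL) converting 37 µM resazurin to fluorescent resorufin, read at 0 and 20 minutes. The preceding 5-minute room-temperature reaction used 2 nM LDHA, 0.2 mM sodium pyruvate and 0.06 mM NADH at pH 7.4.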
USP1-UAF1 inh = inhibitors of human USP1/UAF1 deubiquitinase; Potency, µM (series often up to 57.1 µM), for inactives: at the highest dose activity change, negative = inhibition, actives largely listed as inhibitors; O94782; AID 743255; recombinant USP1/UAF1, Ub-Rhodamine cleavage fluorescence; 390,000 tested, 0.23% active; also: potency is read from the fitted curve at half-maximal effect; % is scaled to controls: 0 for no effect and ±100 for the full control effect; nearly all actives have a fitted effect of over 60% in size; inactives centre near -12
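High-throughput fluorogenic screen: 1nM USP1/UAF1 complex, Ub-Rho substrate 150nM final, 50mM HEPES pH 7.8 with 0.5mM EDTA, 0.1 mg/ml BSA, 1mM TCEP and 0.01% Tween-20.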
Vif-A3G inh = inhibitors of Vif-APOBEC3G interaction; HeLa A3G-eYFP + Vif (tagged APOBEC3G with the HIV-1 protein that degrades it), YFP fluorescence, overnight; 410,000 tested, 0.076% active; Potency, µM (doses to about 46.1 µM), inactives show top-dose activity, negative = active, most hits filed as inhibitors; Q9HC16;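 also: potency is read from the fitted curve at half-maximal effect; % is scaled to controls: 0 for no effect and ±100 for the full control effect; nearly all actives have a fitted effect of over 60% in size; hits raise eYFP signal because A3G escapes Vif-driven loss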
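HeLa cells stably expressing Vif and C-terminally eYFP-tagged A3G, seeded overnight at 37 deg C, then exposed to compound by pintool overnight at 37 deg C. Rise in yellow fluorescence (Ex 488/Em 500-530, Acumen) marks blocked Vif-driven A3G degradation.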
Active calls of the source: *; ? = inconclusive; [ ] = dose if it differs, or a comment. Unless noted, calls follow the shape of the dose curve; as a rule, active = well fitted curve in the direction sought with a large enough effect; inconclusive = small, poorly fitted or top-dose-only effect, or another doubt; inactive = no such curve, though single readings can be large; an effect the other way counts as inactive or inconclusive. An excerpt (hit frequency here may not be typical).

SMILES | Glioma ERSR ind | TrxR1 substrate | Vif-A3F inh | PI4K2A block | RXFP1 agonist | mIDH1 inhibitor | LDHA inh | USP1-UAF1 inh | Vif-A3G inh
Cc1cc2c(c(=O)n1CCN(C)C)C(c1ccc(Cl)cc1)C(C#N)=C(N)O2 (stereo not drawn) | -6% | -3% | 0% | 4 | 0.5% | 7% | -3 | -12% | 2%
Cc1cc(NC(=O)CCC(=O)N(c2ccccc2)C(C(=O)NC2CCCC2)c2ccccc2F)no1 (stereo not drawn) | -2% | 6% | 3% | -3 | 1.5% | ? | -6 | -11% | 0%
CCN1CCc2c(sc(NC(=O)c3ccc(S(=O)(=O)N(C)c4ccccc4)cc3)c2C(=O)NC)C1 | -3% | -4% | 11µM* | 3 | 1.0% | 5% | 1 | ? | ?
C=CCc1ccc(OCc2ccc(C(=O)O)o2)c(OC)c1 | -15% | -1% | 18% | -5 | 1.0% | -4% | -4 | -11% | 1%
Cc1ccc(S(=O)(=O)N2[C@@H](c3ccccc3F)C(C(=O)O)=CC[C@H]2c2ccc3c(c2)OCO3)cc1 | -4% | 2% | -4% | -5 | -0.2% | -3%[38.3 µM] | -1 | -29% | -1%
CCOC(=O)CCCn1nc(C)n2c(cc3sccc32)c1=O | 1% | 3% | -1% | 4 | 8.3% | 8% | 0 | -18% | -1%
O=C(O)[C@@H]1[C@@H]2C[C@@H]2CN1c1ncccc1[N+](=O)[O-] | 0% | 5%[57.1 µM] | 4% | 0 | -0.3% | 1% | 3 | ? | 0%
C=CCn1c(SCC(N)=O)nnc1-c1cc(Br)ccc1O | -1% | 4% | -26% | -1 | 0.3% | -4% | 0 | -20% | 1%
CCn1ncc(C2=NOC(C(=O)Nc3ccc4c(c3)OCO4)C2)c1C (stereo not drawn) | -3% | 8% | -1% | -3 | 1.6% | 4% | 13 | -9% | 0%
COCCCNC(=O)c1c(NC(=O)c2cc(=O)c3cc(C)c(C)cc3o2)sc2c1CCCC2 | -5% | 7% | -2% | 1 | -0.3% | -11% | -6 | 7% | -2%
CC1C(=O)N2CCCc3cc(NC(=O)c4ccccc4F)cc1c32 (stereo not drawn) | 2% | -8% | ? | -2 | 0.9% | 7% | 7 | -22% | 2%
CCN(CC)Cc1c(O)ccc2c([N+](=O)[O-])c(C)n(-c3ccc(OC)cc3)c12 | -3% | 6%[57.1 µM] | 2% | -9 | -0.9% | 1% | 7 | 5% | 7%
CSc1ccc(CCNC(=O)CCc2c(C)nc3cc(-c4ccccc4)nn3c2C)cc1 | -7% | 35%[activator] | -1% | 0 | 3.8% | 0% | -1 | -13% | 3%
CCOC(=O)c1cnc2c(c(C)nn2CC)c1NCCN1CCOCC1 | 0% | 9% | -22% | 1 | 0.4% | 0% | 1 | -13% | 5%
COc1ccc(CC(=O)OCC(=O)Nc2ccc3c(c2)OCO3)cc1OC | 1% | 2%[57.1 µM] | -9% | -4 | 0.0% | 11% | 4 | ? | 4%
CCCOc1cccc(C(=O)NC(=S)Nc2ccccc2)c1 | 4% | -6% | 13% | 7 | 3.2% | 2% | -8 | -19% | -6%
COC(=O)C1=C(C)NC(=O)NC1c1ccc2ccccc2c1 (stereo not drawn) | -3% | -5%[57.1 µM] | 1% | -6 | 0.5% | -3% | -4 | -27% | 1%
CCCCCn1c(N)c(-c2nc3ccccc3s2)c2c([N+](=O)[O-])nn(CC)c(=O)c21 | 0% | 1% | 0% | -1 | 2.8% | 0% | -13 | -1% | -1%

In another format: four of the compounds above.
> Cc1cc(NC(=O)CCC(=O)N(c2ccccc2)C(C(=O)NC2CCCC2)c2ccccc2F)no1 (stereo not drawn)
  Glioma ERSR ind: -2% | TrxR1 substrate: 6% | Vif-A3F inh: 3% | PI4K2A block: -3 | RXFP1 agonist: 1.5% | mIDH1 inhibitor: ? | LDHA inh: -6 | USP1-UAF1 inh: -11% | Vif-A3G inh: 0%
> CCN1CCc2c(sc(NC(=O)c3ccc(S(=O)(=O)N(C)c4ccccc4)cc3)c2C(=O)NC)C1
  Glioma ERSR ind: -3% | TrxR1 substrate: -4% | Vif-A3F inh: 11µM* | PI4K2A block: 3 | RXFP1 agonist: 1.0% | mIDH1 inhibitor: 5% | LDHA inh: 1 | USP1-UAF1 inh: ? | Vif-A3G inh: ?
> C=CCc1ccc(OCc2ccc(C(=O)O)o2)c(OC)c1
  Glioma ERSR ind: -15% | TrxR1 substrate: -1% | Vif-A3F inh: 18% | PI4K2A block: -5 | RXFP1 agonist: 1.0% | mIDH1 inhibitor: -4% | LDHA inh: -4 | USP1-UAF1 inh: -11% | Vif-A3G inh: 1%
> Cc1ccc(S(=O)(=O)N2[C@@H](c3ccccc3F)C(C(=O)O)=CC[C@H]2c2ccc3c(c2)OCO3)cc1
  Glioma ERSR ind: -4% | TrxR1 substrate: 2% | Vif-A3F inh: -4% | PI4K2A block: -5 | RXFP1 agonist: -0.2% | mIDH1 inhibitor: -3%[38.3 µM] | LDHA inh: -1 | USP1-UAF1 inh: -29% | Vif-A3G inh: -1%
